L929 necroptosis – blocks zVAD induced death of L929 cells; L929 zVAD necroptosis rescue, ATP luminescence, 24 h; with zVAD 60 µM; viability rescue, % at 10 µM; hit rate 0.38% among 220,000; AID 1377;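 active = activation, scaled between plate controls, above about 75%, limit read from the data; inactive = activation under that limit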;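 note: 0% = zVAD with DMSO and 100% = DMSO alone without zVAD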
Calpain2 inh – calpain II (pig) inhibition | purified calpain II, fluorogenic peptide substrate, 30 min | inhibition, % at 16 µM | hit rate 0.37% among 220,000;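 active = inhibition above about 50%, limit read from the data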
EBV gp42 inh – EBV gp42 inhibition; AID 1085; hit rate 0.42% among 220,000; Q1HVG2; Fluorescence polarization binding assay, mP read-out; inhibition, % (tested at 21.74 µM); in the data active = inhibition above about 50%
MDM2 E3 inh – Mdm2 E3 ligase (human) inhibition. Q00987. cell-based MDM2 ubiquitination luciferase reporter, 2 h; 0 = plate control, 100 = twice control, blank-subtracted. signal enhancement, % at 5 µM. hit rate 0.11% among 210,000. AID 1230;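 active = signal enhancement of 30% or more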;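 note: luminescence tracks abundance of the self-degrading MDM2-luciferase fusion protein; higher signal means inhibition of MDM2 E3 ligase activity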
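test system = mammalian cells stably expressing self-ubiquitinating, self-degrading MDM2 E3–luciferase fusion | quantity = 2000 cells/well | incubation = cell settling 4 h, compound treatment 2 h, both 37 °C | signal = luminescence with SteadyLite reagent, 15 min at room temperature | evaluation = % enhancement relative to plate controls after blank subtraction | benchmarks = plate controls and plate blanks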
PERK inhibitor – blocks human PERK kinase; Q9NZJ5; CHO PERK-DD fusion, SEAP luminescence translation reporter; inhibition, % at 5.6 µM; hit rate 0.17% among 220,000; AID 1416;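 active = inhibition above the mean inhibition of all tested compounds plus 3 SD, set separately per screening campaign, cut at about 2.9% in these data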;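 note: PERK kinase domain activated by AP20187 dimerizer at 100 nM; 0% = DMSO with dimerizer and 100% = rapamycin at 8.4 µM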
eIF4E 4G PPI – inhibitors of eIF4E and eIF4G interaction in translation initiation | hit rate 0.37% among 220,000 | inhibition, % at 21.7 µM | TR-FRET eIF4E-eIF4GI(517-606) binding, 2 h;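 active = inhibition above about 30%, limit read from the data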;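 note: 0% = full FRET control wells and 100% = background wells lacking eIF4GI fragment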
Target sequence (P63073 whole entry, looked up, the tested form may be a part): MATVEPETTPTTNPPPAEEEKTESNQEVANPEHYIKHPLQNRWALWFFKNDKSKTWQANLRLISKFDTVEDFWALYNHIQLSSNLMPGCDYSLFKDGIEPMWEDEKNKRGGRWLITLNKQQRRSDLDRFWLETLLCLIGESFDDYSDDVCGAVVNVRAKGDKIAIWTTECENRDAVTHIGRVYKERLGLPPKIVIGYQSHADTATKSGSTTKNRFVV
Target sequence (Q04637 whole entry, looked up, the tested form may be a part): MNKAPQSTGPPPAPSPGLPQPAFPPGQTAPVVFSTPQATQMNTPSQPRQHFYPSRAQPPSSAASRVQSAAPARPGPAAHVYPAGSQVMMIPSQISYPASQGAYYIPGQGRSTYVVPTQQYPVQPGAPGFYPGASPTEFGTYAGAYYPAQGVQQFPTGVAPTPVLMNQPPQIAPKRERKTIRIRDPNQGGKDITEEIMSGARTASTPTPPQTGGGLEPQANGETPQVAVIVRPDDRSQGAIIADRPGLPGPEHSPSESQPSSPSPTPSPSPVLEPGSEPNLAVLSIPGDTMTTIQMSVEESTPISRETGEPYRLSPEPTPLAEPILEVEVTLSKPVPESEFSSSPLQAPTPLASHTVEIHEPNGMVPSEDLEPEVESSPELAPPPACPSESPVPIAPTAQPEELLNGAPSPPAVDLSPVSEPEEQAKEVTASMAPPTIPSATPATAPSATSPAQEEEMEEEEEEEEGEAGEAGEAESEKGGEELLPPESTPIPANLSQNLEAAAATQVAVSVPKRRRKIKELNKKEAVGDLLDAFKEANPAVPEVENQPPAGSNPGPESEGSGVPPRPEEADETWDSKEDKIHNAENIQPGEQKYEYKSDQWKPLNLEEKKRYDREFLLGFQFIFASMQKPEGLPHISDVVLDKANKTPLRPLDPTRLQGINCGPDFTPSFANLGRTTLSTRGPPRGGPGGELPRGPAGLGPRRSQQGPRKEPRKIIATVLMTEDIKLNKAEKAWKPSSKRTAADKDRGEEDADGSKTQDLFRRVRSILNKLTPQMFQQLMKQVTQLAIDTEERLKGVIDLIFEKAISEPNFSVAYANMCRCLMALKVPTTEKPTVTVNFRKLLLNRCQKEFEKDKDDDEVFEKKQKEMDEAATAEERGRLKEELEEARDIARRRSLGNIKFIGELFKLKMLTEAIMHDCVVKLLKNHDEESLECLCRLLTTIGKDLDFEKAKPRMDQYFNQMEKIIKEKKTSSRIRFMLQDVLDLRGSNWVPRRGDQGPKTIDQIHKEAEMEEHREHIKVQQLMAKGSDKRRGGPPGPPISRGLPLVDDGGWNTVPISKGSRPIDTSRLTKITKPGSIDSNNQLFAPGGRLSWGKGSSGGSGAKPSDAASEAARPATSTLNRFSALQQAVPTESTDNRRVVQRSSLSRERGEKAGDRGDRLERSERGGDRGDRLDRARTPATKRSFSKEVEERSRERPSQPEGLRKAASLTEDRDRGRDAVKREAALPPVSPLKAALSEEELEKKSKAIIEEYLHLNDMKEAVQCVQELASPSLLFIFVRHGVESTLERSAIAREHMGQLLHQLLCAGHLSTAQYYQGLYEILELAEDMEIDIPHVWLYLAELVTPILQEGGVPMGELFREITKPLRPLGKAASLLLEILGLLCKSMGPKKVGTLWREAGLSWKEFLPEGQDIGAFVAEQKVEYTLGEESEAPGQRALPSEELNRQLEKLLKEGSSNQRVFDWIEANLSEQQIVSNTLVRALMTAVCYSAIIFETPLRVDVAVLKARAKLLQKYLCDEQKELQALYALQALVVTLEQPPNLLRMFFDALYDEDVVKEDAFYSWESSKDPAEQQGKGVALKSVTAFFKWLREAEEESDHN
TNF death inh – TNF-alpha cell death inhibition in Jurkat FADD-/- cells; hit rate 0.068% among 220,000; AID 463075; activation (protection from cell death), % at 10 µM; Jurkat FADD-/- TNF necroptosis rescue, ATP luminescence, 24 h; 0 = TNF only, 100 = no-TNF cells;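 active = activation, meaning protection from cell death, of at least 50% relative to plate controls; inactive = activation below 50%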;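 note: necroptosis triggered by 40 ng/mL TNF-alpha added together with compound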
Rad51 HR inh – blocks human Rad51 in homologous recombination; inhibition, % at 10 µM; hit rate 0.085% among 200,000; hRad51 DNA strand exchange, fluorescence dequenching; Q06609;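 active = inhibition above 40% at the single screening dose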;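 note: 0% = DMSO control wells and 100% = blanks with heterologous ssDNA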
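material = hRad51 filaments on single-stranded DNA | reagent = Donor/quencher-labelled 47-bp dsDNA substrate | compound = 10 µM final, single point | schedule = strand-exchange reaction 15 min at room temperature | measured by = fluorescein emission 520 nm, excitation 485 nm | read-out basis = % inhibition versus plate control and blank means | benchmarks = plate controls and plate blanks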
Cl transport mod – modulators of human KCC2 chloride dependent transport; hit rate 2.2% among 190,000; AID 1456; KCC2 cells, thallium flux FluoZin-2 fluorescence; Q9H2X9; B-score of Tl+ flux slope (higher = more flux/activation; lower = inhibition) at 10 µM;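 active = thallium flux slope and its plate-corrected score both differing from the plate sample mean at a set confidence after two filtering rounds, in either direction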;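 note: slope of fluorescence scaled to starting intensity during 10 to 20 s after thallium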
Active calls of the source: *; . = not tested or not shown; [ ] = dose if it differs, or a comment.

SMILES | L929 necroptosis | Calpain2 inh | EBV gp42 inh | MDM2 E3 inh | PERK inhibitor | eIF4E 4G PPI | TNF death inh | Rad51 HR inh | Cl transport mod
COc1cc(/C=N/NC(=S)NC2CC3C=CC2C3)cc(OC)c1OC (configuration not stated) | 1.5 | 27 | 3 | 12 | -0.9 | 1 | 1.1 | 12 | 0.85
CC(=O)Nc1cnc2ccccc2n1 | 0.3 | -24 | -6 | 10 | 0.7 | 3 | -0.1 | 2 | 0.073
CN(C)c1cccc(C(=O)OCC(=O)NCC2CCCO2)c1 (configuration not stated) | 0.5 | -40 | -19 | -16 | 0.6 | -7 | 0.3 | -5 | -0.02
CCc1cc2c(SCC(=O)N(CC)c3c(N)n(Cc4ccccc4)c(=O)[nH]c3=O)ncnc2s1 | -0.8 | 29 | -22 | 0 | -0.1 | 1 | -4.7 | -6 | -0.57
COP(=O)(OC)c1nc(-c2ccccc2)oc1NCc1ccccc1 | 0.7 | -182 | -1 | -7 | 0.7 | 15 | 1.5 | -10 | 0
COc1ccc(CCNC(=O)Cn2cc(C(F)(F)F)cc(Cl)c2=O)cc1OC | 0.5 | -4 | -27 | -1 | 0.8 | -2 | 1.4 | 2 | -0.29
CN1CCC(=NNC(=O)C(=O)NC2CCCC2)CC1 | 1.2 | 8 | 2 | -26 | 0.7 | -2 | 0.3 | . | 0.37
COC(=O)[C@@]1(Cc2ccc(OC)cc2)[C@H]2c3cc(C(=O)N4CCCC4)n(CCO)c3C[C@H]2CN1C(=O)c1ccccc1 | -0.1 | -36 | -2 | . | -0.5 | 2[fluorescence artefact?] | -0.4 | -5 | -0.39
CCC(C)NC(=O)CCCc1ccccc1 (configuration not stated) | 0.0 | -18 | -10 | -10 | -0.2 | 9 | 2.5 | . | -1
COc1cccc(C(c2sc3ncnn3c2O)N2CC(C)OC(C)C2)c1 (configuration not stated) | 0.2 | 3 | -13 | -10 | 0.1 | 5 | 1.1 | 5 | 0.84
Cc1ccsc1/C=N/Nc1ccc(Cl)nn1 | 0.3 | -13 | -10 | -9 | 0.5 | -4 | 0.9 | 8 | -2.6
COc1ccccc1NC(=O)c1ccc(NC(=O)CN2CCCC2)cc1 | 1.3 | -1 | -10 | -9 | -0.2 | -2 | 0.4 | 0 | -0.26
CCNC(=O)CSc1nnc(-c2cccc(S(=O)(=O)N(CC)CC)c2)n1CCc1ccccc1 | 0.0 | -7 | -20 | -12 | 0.0 | -7 | -1.7 | 2 | -0.93
O=C(/C=C/c1c(Cl)nc2ccccn12)N1CCN(c2ccccc2F)CC1 | 0.4 | -43 | 3 | 0 | -0.3 | 0 | -0.8 | 7 | -0.8
C[C@@H](C(=O)N1CCNCC1)n1cc(CCC(=O)O)nn1 | 0.3 | 6 | -7 | . | 2.7 | 0 | 0.1 | -4 | 1.4
O=C(/C=C/c1ccc2c(c1)OCO2)NCc1ccco1 | . | -91 | -12 | -2 | 1.1 | 2 | 1.7 | . | 1
CCn1nnnc1-c1ccc(OC)c(S(=O)(=O)NCc2ccccc2)c1 | -0.1 | -17 | -31 | -10 | 0.3 | . | 1.6 | -4 | -0.92
O=C(CSc1ccc(F)cc1)NC(=O)NCc1ccccc1 | 3.7 | -9 | 2 | -1 | -0.1 | -4 | 4.7 | 7 | -0.62
CCN(CC)C(=O)C1CC(=O)N(c2ccc(OC)cc2)C1c1ccc(OC)cc1 (configuration not stated) | -0.3 | 5 | -11 | -54 | 0.6 | 7 | -1.1 | -3 | -4.1*
O=C(COc1ccc(S(=O)(=O)N2CCCC2)cc1)NCC1CCCO1 (configuration not stated) | 1.1 | 7 | -3 | 3 | 0.2 | -1 | -0.4 | -18 | -0.78

Sorted by the number under eIF4E 4G PPI (ascending): 3 from the list above
structure	eIF4E 4G PPI
C[C@@H](C(=O)N1CCNCC1)n1cc(CCC(=O)O)nn1	0
COc1cc(/C=N/NC(=S)NC2CC3C=CC2C3)cc(OC)c1OC (configuration not stated)	1
CCN(CC)C(=O)C1CC(=O)N(c2ccc(OC)cc2)C1c1ccc(OC)cc1 (configuration not stated)	7

The list continues.
SMILES | L929 necroptosis | Calpain2 inh | EBV gp42 inh | MDM2 E3 inh | PERK inhibitor | eIF4E 4G PPI | TNF death inh | Rad51 HR inh | Cl transport mod
O=C(CCC(=O)Nc1cccc2ccccc12)N/N=C/c1ccco1 | 1.7 | -3 | -4 | 8 | 1.0 | 9 | 0.6 | -4 | 0.33
COc1ccccc1-c1nnc(NC(=O)C(C)Sc2nncn2C)s1 (configuration not stated) | 5.2 | -7 | 1 | -3 | 0.3 | 3 | -0.2 | 5 | -0.36
N/C(=N\OC(=O)COc1ccc(Cl)cc1)c1ccc(Cl)cc1 | 0.6 | -18 | 1 | -3 | 1.4 | -4 | 0.9 | . | -1.6
Cc1cccc(NS(=O)(=O)c2cnc(Cl)c(Br)c2)n1 | 0.4 | 16 | 10 | -17 | 0.5 | 1 | 0.3 | 6 | 1.8
Nc1ccccc1Nc1ccncc1[N+](=O)[O-] | -0.3 | -2 | 9 | -12 | 0.4 | 5 | -0.9 | 6 | -0.22
COC(=O)c1cccc(NC(=S)Nc2ccc(Cl)c(Cl)c2)c1 | 0.3 | 20 | 1 | -6 | 2.1 | -2 | -3.8 | 20 | 0.097
Cc1nnc(SCC(=O)c2ccccc2F)n1Cc1ccccc1 | 0.7 | -15 | -13 | . | 0.1 | -8 | 3.1 | -3 | 0.24
COC(=O)CSc1nc2sc3c(c2c(=O)[nH]1)CCC3 | 1.2 | 1 | -26 | -3 | 2.2 | -4 | 2.7 | -3 | 0.099
[O-]/C(=C(\C(=S)Nc1ccccc1F)[n+]1ccccc1)c1ccc(OC(F)F)cc1 | -0.3 | -31 | -6 | -7 | 0.5 | -4 | -0.8 | 15 | -0.07
Nc1nnc(-c2cc3c(ccc4ccccc43)oc2=O)s1 | 66 | -212 | 66* | -10 | 0.0 | 19 | -4.9 | -106 | -0.069
c1ccc(Oc2cnc3ccccc3n2)cc1 | 0.0 | 1 | -14 | -10 | 0.0 | 0 | 0.1 | -2 | -0.17
COCCNC(=O)CN(C(=O)CCC(=O)Nc1nccs1)c1ccccc1OC | -0.3 | -4 | -13 | -12 | 0.4 | 10 | 1.6 | -6 | 0.078
OC(c1cccs1)c1nccc2ccccc12 (configuration not stated) | -0.1 | 14 | -1 | -17 | 1.8 | -5 | -4.1 | -12 | 0.03
O=C(CCCn1c(=S)[nH]c2ccccc2c1=O)NCc1ccco1 | -0.3 | -21 | 2 | -20 | 0.7 | 0 | 1.1 | 5 | 0.57
COc1cccc(C(=O)Nc2cc3c(cc2Cl)OCCCO3)c1 | 0.8 | 3 | -4 | -4 | 0.1 | 3 | -0.6 | . | -0.093
O=C(CN1CCN(c2ccc(F)cc2)CC1)Nc1nnc(-c2ccccc2)s1 | 2.3 | 13 | -25 | 4 | 0.4 | 0 | 2.2 | -5 | 0.92
CC(C)OP(=O)(OC(C)C)C(O)c1ccc(N(C)C)cc1 (configuration not stated) | 0.3 | 16 | -8 | 0 | 0.4 | 4 | 0.8 | . | 1.3
C/C(=N\NC(=O)c1ccccc1NC(=O)c1ccc(Cl)cc1)c1ccncc1 | -3.4 | -6 | -4 | -90 | 0.0 | 0 | -16 | 31 | 0.92
O=C(NCCc1ccccc1)C1CCCN1S(=O)(=O)c1ccc(F)cc1 (configuration not stated) | -0.6 | . | . | . | -1.3 | . | 0.9 | -6 | -0.41
CC1(C)CC(=O)C2=C(C1)Nc1ccccc1NC2c1cccs1 (configuration not stated) | 1.9 | 3 | -21 | 4 | 1.0 | 3 | 0.8 | -6 | 0.047
C=CCNC(=O)c1ccc2nccnc2c1 | -0.2 | -6 | -22 | 4 | 0.1 | 6 | -1.1 | -10 | -0.5
Oc1ccccc1/C=N/N1CCN(c2ccccn2)CC1 | 0.3 | -7 | -12 | -6 | 0.5 | -2 | 2.4 | . | -3.4
CC(C)(C)NC(=O)c1ccc2c3c(cccc13)CC2 | 1.5 | -28 | -7 | -7 | 0.7 | 3 | 0.8 | 15 | -0.17
CCOC(=O)c1cc(-c2ccccc2)sc1NC(=S)Nc1cccc(C)n1 | -0.2 | 11 | -16 | -13 | -0.2 | 4 | -1.1 | -5 | 0.45
CNc1nc(SCc2ccccc2Cl)nc2c1CCCC2 | 0.0 | 17 | -19 | -9 | -0.5 | 0 | -3.8 | -3 | -0.67
COc1ccc(C(=O)NC2CCN(C(=S)NCc3ccco3)CC2)cc1 | -0.4 | -17 | -8 | -36 | 0.5 | -4[fluorescence artefact?] | -4.1 | 1 | .
COc1ccc(CNC(=O)CCCn2nc(C)c([N+](=O)[O-])c2C)cc1 | . | 41 | -6 | -2 | -0.1 | 9 | 0.3 | 17 | 1.1
O=C(O)c1cnn2c(-c3ccc(F)cc3)ccnc12 | 12 | -139 | -11 | 3 | 0.9 | -1 | -0.2 | 0 | -1.6
CCC(C)(C)NC(=O)C(C)OC(=O)c1nsc(Cl)c1Cl (configuration not stated) | 0.5 | -18 | -20 | -9 | 1.1 | -2 | -1.3 | -4 | 0.94
O=C(C1CCCN(S(=O)(=O)c2cnc[nH]2)C1)N(CCc1ccccc1)Cc1ccccc1 (configuration not stated) | -0.3 | 10 | -16 | -14 | -0.3 | 3 | 0.5 | 9 | 1.7
COc1cc(/C=N/NC(=O)C(=O)Nc2ccccn2)ccc1O | 0.4 | 40 | 16 | -24 | -0.6 | 0 | 0.5 | -1 | 0.12
CCN1CCN(CC(=O)c2c[nH]c3ccc(C)cc23)CC1 | -0.6 | 9 | -1 | -13 | -1.1 | -2[fluorescence artefact?] | 0.2 | -4 | -0.25
COC(=O)CNC(=O)C(Cc1c[nH]c2ccccc12)NC(=O)Oc1ccccc1 (configuration not stated) | 2.7 | 22 | -22 | -7 | 1.5 | 6 | 2.3 | -16 | 0.48
COc1ccc(/C=N/Nc2cn[nH]c(=O)c2Cl)cc1 | 39 | -51 | -8 | -8 | -0.2 | -5 | -8.1 | 15 | 0.23
CCCNC(=O)c1ccc(-c2nc3ccccc3s2)s1 | 1.4 | -228 | -37 | -81 | -0.4 | 4[fluorescence artefact?] | 0.3 | . | -1.3
CC(C)C(NC(=O)c1ccccc1Cl)C(=O)OCc1nc2scc(-c3ccccc3Cl)c2c(=O)[nH]1 (configuration not stated) | 0.2 | -58 | -43 | -5 | -0.1 | 1[fluorescence artefact?] | 1.8 | . | -1.5
O=C(Cc1ccccc1)NC1(Cc2ccc(O)cc2)CCCCC1 | 0.8 | -5 | 0 | -14 | -0.2 | 0 | 2.0 | 10 | -0.011

Cl transport mod, hit marks shown above.
Molecule	Calpain2 inh	EBV gp42 inh	MDM2 E3 inh	PERK inhibitor	eIF4E 4G PPI	Rad51 HR inh	Cl transport mod
CCN(CC)C(=O)C1CC(=O)N(c2ccc(OC)cc2)C1c1ccc(OC)cc1 (configuration not stated)	5	-11	-54	0.6	7	-3	-4.1*
